Screening data: PubChem BioAssay, National Center for Advancing Translational Sciences (NCATS)
CHX counter: counter-screen for Shiga toxin inhibitors: cycloheximide protein synthesis inhibition. hit rate 12% among 300,000. cell reporter, cycloheximide protein synthesis inhibition counterscreen. AID 2314. max response, %; in the data active means max response mostly above about 13%, no sharp cut-off; inactive means mostly below about 14%; further: read at 38.3 µM for the half of the compounds with a filed dose; 0% is about no effect
Pf growth 96h: P. falciparum growth inhibition at 96 hour, primary screen for plastid delayed-death inhibitors; P. falciparum luciferase reporter growth, 96 h; Potency, µM (series often up to 28.7 µM), without a hit: top-dose activity change, negative = inhibition, actives largely listed as inhibitors; hit rate 6.9% among 320,000; further: potency means the concentration at half of the fitted maximal effect; on the % scale 0 is the no-effect control and ±100 the full control effect
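Delayed-death screen, second-generation endpoint: infected erythrocytes, 2% hematocrit, 0.05% parasitemia final; 96 hours at 37 C, 5% CO2; luciferase detection reagent; luminescence decrease equals reduced growth.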
Shiga inhibitor: inhibitors of Shiga toxin in Vero cells. Vero cells, Shiga toxin protein synthesis inhibition reporter. inhibition, % at 38.7 µM. hit rate 9.2% among 290,000; in the data active means inhibition mostly above about 28%, no sharp cut-off; inactive means mostly below about 43%; further: 0% is about no effect
Pf growth 48h: P. falciparum growth inhibition at 48 hours (one generation); hit rate 5.9% among 310,000; P. falciparum luciferase growth in erythrocytes, 48 h; Potency, µM (highest dose often 28.7 µM), inactives show at the highest dose activity change, negative = inhibition, most hits filed as inhibitors; further: potency means the concentration at half of the fitted maximal effect; on the % scale 0 is the no-effect control and ±100 the full control effect
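Luciferase-expressing P. falciparum in infected erythrocytes (2% hematocrit, 0.1% parasitemia final) in RPMI 1640/0.5% Albumax were exposed to compound for 48 hours at 37 C, 5% CO2; growth read as luminescence.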
LmPK inhibitor: blocks Leishmania mexicana pyruvate kinase activity. Potency, µM (highest dose often 57.5 µM), inactives show top-dose activity change, negative = inhibition, actives largely listed as inhibitors. AID 1721. purified LmPK, Kinase-Glo ATP luminescence, 1 h. hit rate 0.37% among 290,000; further: potency means the concentration at half of the fitted maximal effect; on the % scale 0 is the no-effect control and ±100 the full control effect
Target sequence (Q27686 whole entry, looked up): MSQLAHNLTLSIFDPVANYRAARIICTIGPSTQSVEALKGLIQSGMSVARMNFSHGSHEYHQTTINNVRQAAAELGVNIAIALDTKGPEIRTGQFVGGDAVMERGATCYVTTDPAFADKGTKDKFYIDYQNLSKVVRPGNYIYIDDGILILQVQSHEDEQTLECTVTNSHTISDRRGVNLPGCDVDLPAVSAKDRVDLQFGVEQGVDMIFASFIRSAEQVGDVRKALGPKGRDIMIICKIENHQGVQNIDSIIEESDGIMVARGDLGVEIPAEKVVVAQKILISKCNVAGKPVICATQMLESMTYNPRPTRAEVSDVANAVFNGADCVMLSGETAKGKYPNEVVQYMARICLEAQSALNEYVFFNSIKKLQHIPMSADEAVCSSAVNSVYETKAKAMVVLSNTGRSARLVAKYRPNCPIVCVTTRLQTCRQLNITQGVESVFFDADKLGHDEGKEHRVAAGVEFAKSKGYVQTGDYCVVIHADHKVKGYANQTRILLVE
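In 50 mM imidazole pH 7.2 with 7 mM MgCl2, LmPK (0.1 nM) turned over PEP (0.5 mM) and ADP (0.1 mM) for 1 h at room temperature. Luciferase read-out of ATP.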
TbPYK inhibitor: T. brucei pyruvate kinase inhibition; Q57TT1; TbPYK enzyme, Kinase-Glo Plus ATP luminescence, 45 min; Potency, µM (top dose mostly 76.8 µM), for the others: at the highest dose activity, negative = inhibition, most hits filed as inhibitors; hit rate 0.12% among 410,000; further: potency means the concentration at half of the fitted maximal effect; on the % scale 0 is the no-effect control and ±100 the full control effect; nearly all actives have a fitted effect of over 50% in size
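In this concentration-response screen, enzyme-free wells defined baseline while DMSO plates tracked drift. Each reaction combined TbPYK, substrate, compound and 130 uM ADP for 45 min at room temperature. Kinase-Glo Plus luminescence gave the signal.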
AMA1-RON2 inh: inhibitors of Plasmodium falciparum AMA1-RON2 interaction | AlphaScreen AMA1-biotinylated RON2 peptide binding | Potency, µM (doses to about 58.2 µM), inactives show at the highest dose activity change, negative = inhibition, usual class: inhibitors | hit rate 0.2% among 360,000 | AID 720542;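 further: potency means the concentration at half of the fitted maximal effect; 0% = vehicle wells and -100% = peptide control; nearly all actives have a fitted effect of over 45% in size; some results filed as inactive show a strong effect at the top dose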
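AMA1 (3D7) with his tag at 25 nM final met compounds first, then biotinylated RON2 peptide at 25 nM; detection used donor plus acceptor beads, 10 µg/mL apiece, read by AlphaScreen after 30 min at room temperature.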
* = called active by the depositor; ? = inconclusive; nt = not tested or not shown; & = joins results of further samples; [ ] = dose if it differs, or a comment. Unless noted, the call rests on the fitted dose curve; in most records, active means well fitted curve in the direction sought with a large enough effect; inconclusive means small, poorly fitted or top-dose-only effect, or another doubt; inactive means no such curve, though single readings can be large; an effect the other way counts as inactive or inconclusive.

SMILES	CHX counter	Pf growth 96h	Shiga inhibitor	Pf growth 48h	LmPK inhibitor	TbPYK inhibitor	AMA1-RON2 inh
C=C(C)Cn1c(N2CCCC2)nc2c1c(=O)[nH]c(=O)n2C	-3	13%	-11	16%	3%	-6%	2%
Cc1cccc(NC(=O)c2cc(-c3cc(C)c(C)cc3O)n[nH]2)c1	28*	?	43*	nt	-1%	-5%	38%[activator]
CSc1nc(C)c(C(=O)C[n+]2ccccc2C)cc1C#N	-2	?	9	15µM*	4%	-21%	-18%
CCOC(=O)c1sc(NC(=S)NC(=O)C23CC4CC(CC(C4)C2)C3)cc1C	-4	-6%	5	-5%	-6%	-7%	22%
C=C(C)C1CC=C(C)/C(=N/NC(=O)c2ccc(NC(=O)CCC)cc2)C1 (configuration not stated)	-3	?	-17	-22%	2%	-7%	32%[activator]
CCCC(=O)N1CCN(c2nc3ccc(CC)cc3s2)CC1	36*	?	134*	?	-7%	0%	1%
CCN1C(=NCc2ccccc2)N[C@@H](c2ccccc2)[C@H](C(=O)OC)[C@H]1C	0&-4	?	-2&-7	?	-10%&-6%	-15%	0%
COC1=C(OC)c2ccccc2C(C(=O)O)N/C1=C(/C)Nc1ccncc1 (configuration not stated)	7	?	5	?	2%	4%	-9%
CCOC(=O)c1cnn(C)c1NC(=O)c1ccc(Cl)cc1Cl	-1	?	-5	2%	0%	0%	7%
COc1ccc2c(c1)CCc1sc(NC(=O)c3ccc(C)cc3)nc1-2	19	6.6µM*	80	?	-1%	-12%	3%
Cn1c(N)c(C(=O)COC(=O)/C=C/c2ccc(OC(F)F)cc2)c(=O)n(C)c1=O	10	9%	20	-5%	6%	8%	18%
O=C1NC(=Nc2ccc3ccccc3c2)S/C1=C/c1ccco1	18	-14%[5.75 µM]	26	0%	3%	-12%	-8%
O=C(NCc1ccccn1)C1CC(c2ccc(Cl)c(Cl)c2)=NO1 (configuration not stated)	-4	0%	-24	4%	-1%	1%	-6%
CCOc1ccc(C(C)=O)cc1N1C(=O)C2C3C=CC(O3)C2C1=O (configuration not stated)	11	-56%	8	0%	?	?	6%
O=C(NS(=O)(=O)c1ccc(NC(=O)C2CCCO2)cc1)c1ccccc1 (configuration not stated)	-1	?	-4	3%	-1%	-4%	-4%
Cc1occc1C(=O)N/N=C/c1c(O)ccc2ccccc12	36*	0%	90*	2.6µM*	1%	-9%	75%[activator]
O=C(Nc1ccccc1C(=O)O)c1ccc(NC(=O)C2CC2)cc1	1	?	-18	29%	-4%	4%	-7%
O=[N+]([O-])c1cc(C(F)(F)F)cc([N+](=O)[O-])c1N1CCN(S(=O)(=O)c2ccccc2)CC1	-4	15µM*	-4	?	3%	-5%	-14%
CC(C)C(=O)NCCc1c[nH]c2ccccc12	6	?	2	19%	0%	-10%	21%
O=C1/C(=C\c2ccc([N+](=O)[O-])cc2)CCc2ccccc21	26*	150%[activator]	9	29%	?	-21%	9%
CC(C)(C)[C@H]1CCC(=O)N([C@H](CC#N)Cc2ccccc2)CC1	-1	?	9	16%	-2%	-8%	3%
CC(=O)c1c(C)[nH]c(C(=O)CSc2nnc(C3CCCCC3)n2N)c1C	1	nt	-3	2.1µM*	2%	2%	4%
O=C(Nc1ccc([N+](=O)[O-])cc1)Nc1cnccn1	2	?	-32	?	-13%	-20%	-3%
Cc1sc2nc(CSC(C)C(=O)N3CCOCC3)[nH]c(=O)c2c1C (configuration not stated)	-1	2%	-6	-1%	-4%	-1%	19%
CC(=O)Nc1ccc(S(=O)(=O)N(C)CC(=O)OCC(=O)c2cc(C)n(-c3ccc4c(c3)OCO4)c2C)cc1	-2	7%	-8	9%	1%	3%	-8%

An excerpt from above in order of length of the SMILES, lowest first:
SMILES	CHX counter	Pf growth 96h	Shiga inhibitor	Pf growth 48h	LmPK inhibitor	TbPYK inhibitor	AMA1-RON2 inh
Cc1sc2nc(CSC(C)C(=O)N3CCOCC3)[nH]c(=O)c2c1C (configuration not stated)	-1	2%	-6	-1%	-4%	-1%	19%
CCOc1ccc(C(C)=O)cc1N1C(=O)C2C3C=CC(O3)C2C1=O (configuration not stated)	11	-56%	8	0%	?	?	6%
Cn1c(N)c(C(=O)COC(=O)/C=C/c2ccc(OC(F)F)cc2)c(=O)n(C)c1=O	10	9%	20	-5%	6%	8%	18%

A draw from above in order of length of the SMILES, descending:
SMILES	CHX counter	Pf growth 96h	Shiga inhibitor	Pf growth 48h	LmPK inhibitor	TbPYK inhibitor	AMA1-RON2 inh
CC(=O)Nc1ccc(S(=O)(=O)N(C)CC(=O)OCC(=O)c2cc(C)n(-c3ccc4c(c3)OCO4)c2C)cc1	-2	7%	-8	9%	1%	3%	-8%
O=[N+]([O-])c1cc(C(F)(F)F)cc([N+](=O)[O-])c1N1CCN(S(=O)(=O)c2ccccc2)CC1	-4	15µM*	-4	?	3%	-5%	-14%
CCN1C(=NCc2ccccc2)N[C@@H](c2ccccc2)[C@H](C(=O)OC)[C@H]1C	0&-4	?	-2&-7	?	-10%&-6%	-15%	0%
CCOC(=O)c1sc(NC(=S)NC(=O)C23CC4CC(CC(C4)C2)C3)cc1C	-4	-6%	5	-5%	-6%	-7%	22%
C=C(C)C1CC=C(C)/C(=N/NC(=O)c2ccc(NC(=O)CCC)cc2)C1 (configuration not stated)	-3	?	-17	-22%	2%	-7%	32%[activator]
CC(C)(C)[C@H]1CCC(=O)N([C@H](CC#N)Cc2ccccc2)CC1	-1	?	9	16%	-2%	-8%	3%
O=C(NS(=O)(=O)c1ccc(NC(=O)C2CCCO2)cc1)c1ccccc1 (configuration not stated)	-1	?	-4	3%	-1%	-4%	-4%
Cc1cccc(NC(=O)c2cc(-c3cc(C)c(C)cc3O)n[nH]2)c1	28*	?	43*	nt	-1%	-5%	38%[activator]
CCOc1ccc(C(C)=O)cc1N1C(=O)C2C3C=CC(O3)C2C1=O (configuration not stated)	11	-56%	8	0%	?	?	6%
Cc1sc2nc(CSC(C)C(=O)N3CCOCC3)[nH]c(=O)c2c1C (configuration not stated)	-1	2%	-6	-1%	-4%	-1%	19%
C=C(C)Cn1c(N2CCCC2)nc2c1c(=O)[nH]c(=O)n2C	-3	13%	-11	16%	3%	-6%	2%
O=C1NC(=Nc2ccc3ccccc3c2)S/C1=C/c1ccco1	18	-14%[5.75 µM]	26	0%	3%	-12%	-8%
O=C(Nc1ccc([N+](=O)[O-])cc1)Nc1cnccn1	2	?	-32	?	-13%	-20%	-3%
CSc1nc(C)c(C(=O)C[n+]2ccccc2C)cc1C#N	-2	?	9	15µM*	4%	-21%	-18%
CCCC(=O)N1CCN(c2nc3ccc(CC)cc3s2)CC1	36*	?	134*	?	-7%	0%	1%
CC(C)C(=O)NCCc1c[nH]c2ccccc12	6	?	2	19%	0%	-10%	21%

(more compounds)
SMILES	CHX counter	Pf growth 96h	Shiga inhibitor	Pf growth 48h	LmPK inhibitor	TbPYK inhibitor	AMA1-RON2 inh
CCOc1ccc(C(=O)NCCc2cnc[nH]2)cc1OCC	-1	19%	2	4%	0%	-8%	-11%
O=C(Cc1cccs1)N(Cc1cccs1)C1(C(=O)NC2CCCC2)CCCCC1	1	?	-2	nt	1%	6%	-3%
Cc1ccc(C(=O)CSc2nnc(-c3ccc4[nH]c(C)c(C)c4c3)o2)cc1C	13	-11%	-7	nt	8%	3%	2%
CC(=O)c1cccc(NC(=O)N2CCCC2C(=O)Nc2cccc(C)c2C)c1 (configuration not stated)	-9	2.9µM*	-19	3%	0%	1%	-6%
O=S(Cc1ccc(Br)cc1)Cc1nnc(SCc2ccc(Br)cc2)n1-c1ccccc1 (configuration not stated)	-5	?	-12	?	1%	-9%	-10%
CCc1nn(CC(=O)NCCCN2CCCC2=O)c(=O)c2cc3sccc3n12	-5	?	11	1%	-1%	4%	-8%
CCOC(=O)Cc1ccc(NC(=O)c2ccc(C(C)(C)C)cc2)cc1	26	nt	35	4.1µM*	2%	-9%	-11%
COc1ccc(C/C(N)=N/OC(=O)Cc2ccccc2)cc1	9	?	2	11%	0%	-4%	19%
Cc1c(/C=N\NC(=O)c2ccc(F)cc2)cnn1C	16	1%	27*	25%	-2%	-11%	47%[activator]
CCn1c(O)c(N=N)c2ccccc21	2	22%	12	4%	3%	1%	-7%
COC(=O)/C=C1/SC(=NC(=O)c2ccccc2)NC1=O	0	-8%	0	3%	-2%	3%	1%
Cc1ccc(N2C(=O)C3N=NN(CC(=O)N4N=C(c5ccccc5)CC4c4ccccc4)C3C2=O)cc1 (configuration not stated)	-5	-25%	-6	12µM*	3%	-8%	16%
CCCCCN(C(=O)CCC(=O)OCC(=O)N(CC)C1CCCCC1)c1c(N)n(CCCC)c(=O)[nH]c1=O	nt	-4%	nt	-5%	nt	1%	8%
CCCC(=O)Nc1ccc(S(=O)(=O)N2CCOCC2)cc1	-2	-19%	-5	19%	-2%	3%	0%
COc1ccc(NC(=O)c2cc(C)nc3ccccc23)cc1S(=O)(=O)Nc1ccccc1Cl	-2	?	-14	-17%	3%	-3%	-4%
COc1ccc(/C=C/C2=Nc3ccccc3NC(C)(C)C2)cc1OC	42*	?	59*	?	2%	0%	-12%
CCn1cc(CNC(=O)c2cccc([N+](=O)[O-])c2)c(C)n1	20	372%[activator]	-8	16%	-3%	-3%	4%[11.6 µM]
Cc1nc2ccccc2c(=O)n1-c1cccc(O)c1	6	nt	20	5%	-1%	0%	-6%
COCCCN1C(=O)C(O)=C(C(=O)c2ccco2)C1c1cccc(Br)c1 (configuration not stated)	3	nt	-13	13%	2%	0%	-6%
COc1ccc(N(C(=O)c2ccc(Cl)cc2)C2=CC3CCC(C2)N3C)cc1 (configuration not stated)	-2	?	-25	-13%	0%	0%	-5%
COC(=O)Nc1ncc(CN2C(=O)c3ccccc3C2=O)s1	-3	-3%	-11	5%	1%	4%	9%
CSc1nc(C)c(CCOCc2ccc(F)cc2)c(=O)[nH]1	-4	?	-5	199%[activator]	1%	-2%	2%
CCc1nnc(NC(=O)CCS(=O)(=O)c2ccccc2)s1	2	2%	-6	7%	-1%	-7%	6%
NS(=O)(=O)c1ccc(N2C(=O)C(=O)/C(=C(/O)c3ccccc3)C2c2ccc(Cl)cc2)cc1 (configuration not stated)	11*	-6%	25	-9%	10%	7%	-9%
COc1ccccc1NC(=O)NCCN1CCCCC1	-1	-30%	1	14%	-12%	0%	4%
Cc1ccc(NC(=O)CSc2n[nH]c(-c3cccnc3)n2)c(Br)c1	-8	?	-8	25%	5%	-1%	0%
COCCNC(=O)C(c1ccc(F)cc1)N(Cc1cccs1)C(=O)CCC(=O)Nc1ccccn1 (configuration not stated)	-9	16%	11	6%	5%	-1%	5%
Cc1csc(=O)n1CC(=O)Nc1nc2ccccc2s1	nt	?	nt	-1%	nt	-1%	3%[11.6 µM]
